From PubChem BioAssay
TNF death inh = blocks TNF-alpha induced death of Jurkat FADD-/- cells | Jurkat FADD-/- TNF necroptosis rescue, ATP luminescence, 24 h; 0 = TNF only, 100 = no-TNF cells | activation (protection from cell death), % at 10 µM | 0.068% of 220,000 active | AID 463075;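 active = activation, meaning protection from cell death, of at least 50% relative to plate controls; inactive = activation below 50%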;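 note: necroptosis triggered by 40 ng/mL TNF-alpha added together with compound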
Mdm2 ligase inh = Mdm2 E3 ligase (human) inhibition; Q00987; cell-based MDM2 ubiquitination luciferase reporter, 2 h; 0 = plate control, 100 = twice control, blank-subtracted; signal enhancement, % at 5 µM; 0.11% of 210,000 active; AID 1230;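 active = signal enhancement of 30% or more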;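 note: luminescence tracks abundance of the self-degrading MDM2-luciferase fusion protein; higher signal means inhibition of MDM2 E3 ligase activity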
Target sequence (Q00987 whole entry, looked up, the tested form may be a part): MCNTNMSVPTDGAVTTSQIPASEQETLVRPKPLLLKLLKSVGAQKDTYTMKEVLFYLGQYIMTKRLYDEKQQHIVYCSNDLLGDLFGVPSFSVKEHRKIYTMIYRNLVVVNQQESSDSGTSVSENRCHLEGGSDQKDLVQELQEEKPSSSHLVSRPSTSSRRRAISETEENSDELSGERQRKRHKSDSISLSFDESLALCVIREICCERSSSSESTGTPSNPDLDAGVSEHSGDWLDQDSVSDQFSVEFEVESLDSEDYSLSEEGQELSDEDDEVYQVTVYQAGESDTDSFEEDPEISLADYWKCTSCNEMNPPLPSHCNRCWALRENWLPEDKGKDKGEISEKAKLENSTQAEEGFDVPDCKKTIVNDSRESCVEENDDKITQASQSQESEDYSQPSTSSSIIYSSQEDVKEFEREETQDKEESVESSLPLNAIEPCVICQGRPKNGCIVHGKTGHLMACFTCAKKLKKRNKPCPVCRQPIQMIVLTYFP
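Test system: stable mammalian line carrying autodegrading MDM2–luciferase fusion reporter; quantity: 2000 cells in each well; times: 4 h cell settling then 2 h compound exposure, 37 °C; detection: luminescence with SteadyLite reagent, 15 min at room temperature; evaluation: percent signal gain over controls, blank-subtracted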
eIF4E 4G PPI = inhibitors of eIF4E and eIF4G interaction in translation initiation | P63073+Q04637 | TR-FRET eIF4E-eIF4GI(517-606) binding, 2 h | inhibition, % at 21.7 µM | 0.37% of 220,000 active | AID 782;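 active = inhibition above about 30%, limit read from the data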;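 note: 0% = full FRET control wells and 100% = background wells lacking eIF4GI fragment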
Cl transport mod = KCC2 (human) Cl- transport modulation | KCC2 cells, thallium flux FluoZin-2 fluorescence | AID 1456 | B-score of Tl+ flux slope (higher = more flux/activation; lower = inhibition) at 10 µM | 2.2% of 190,000 active;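 active = thallium flux slope and its plate-corrected score both differing from the plate sample mean at a set confidence after two filtering rounds, in either direction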;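 note: slope of fluorescence scaled to starting intensity during 10 to 20 s after thallium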
zVAD death inh = L929 zVAD cell death inhibition | viability rescue, % at 10 µM | AID 1377 | 0.38% of 220,000 active | L929 zVAD necroptosis rescue, ATP luminescence, 24 h; with zVAD 60 µM;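 active = activation, scaled between plate controls, above about 75%, limit read from the data; inactive = activation under that limit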;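 note: 0% = zVAD with DMSO and 100% = DMSO alone without zVAD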
PERK inhibitor = inhibitors of human PERK kinase | CHO PERK-DD fusion, SEAP luminescence translation reporter | inhibition, % at 5.6 µM | 0.17% of 220,000 active | AID 1416;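 active = inhibition above the mean inhibition of all tested compounds plus 3 SD, set separately per screening campaign, cut at about 2.9% in these data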;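 note: PERK kinase domain activated by AP20187 dimerizer at 100 nM; 0% = DMSO with dimerizer and 100% = rapamycin at 8.4 µM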
Rad51 HR inh = Rad51 (human) homologous recombination inhibition | hRad51 DNA strand exchange, fluorescence dequenching | Q06609 | 0.085% of 200,000 active | inhibition, % at 10 µM;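 active = inhibition above 40% at the single screening dose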;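 note: 0% = DMSO control wells and 100% = blanks with heterologous ssDNA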
Target sequence (Q06609 whole entry, looked up): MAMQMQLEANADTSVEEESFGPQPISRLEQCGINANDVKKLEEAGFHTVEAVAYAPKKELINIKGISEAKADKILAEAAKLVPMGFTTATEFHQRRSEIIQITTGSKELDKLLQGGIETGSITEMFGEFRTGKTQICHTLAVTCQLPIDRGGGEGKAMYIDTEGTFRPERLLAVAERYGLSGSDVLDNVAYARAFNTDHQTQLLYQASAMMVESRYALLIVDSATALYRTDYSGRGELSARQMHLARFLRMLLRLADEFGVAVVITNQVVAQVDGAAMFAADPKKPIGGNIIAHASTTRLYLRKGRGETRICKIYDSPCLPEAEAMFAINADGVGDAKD
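Material: Human Rad51 nucleoprotein filaments preassembled on unlabelled ssDNA | Also added: Labelled 47-mer dsDNA for strand exchange | Dosing: Single dose, 10 µM final compound | Schedule: 30-min compound preincubation and 15-min exchange, both room temperature | Technique: Fluorescence dequenching at 485/520 nm | Measure: Percent inhibition relative to plate controls and blanks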
Calpain2 inh = inhibitors of pig calpain II; purified calpain II, fluorogenic peptide substrate, 30 min; inhibition, % at 16 µM; 0.37% of 220,000 active; AID 1236;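 active = inhibition above about 50%, limit read from the data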
EBV gp42 block = EBV gp42 inhibition | Fluorescence polarization binding assay, mP read-out | inhibition, % (tested at 21.74 µM) | Q1HVG2 | AID 1085 | 0.42% of 220,000 active; in the data active = inhibition above about 50%
Target sequence (Q1HVG2 whole entry, looked up): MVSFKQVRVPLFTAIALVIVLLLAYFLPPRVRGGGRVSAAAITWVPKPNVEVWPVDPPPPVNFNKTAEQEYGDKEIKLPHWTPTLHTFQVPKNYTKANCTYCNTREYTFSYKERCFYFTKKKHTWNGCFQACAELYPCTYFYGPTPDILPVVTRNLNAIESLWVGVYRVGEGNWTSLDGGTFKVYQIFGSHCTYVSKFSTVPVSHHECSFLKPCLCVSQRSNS
* marks the source's active call; other numbers are inactive results; i = inactive; nt = not tested or not shown; [ ] = dose if it differs, or a comment.

Compound	TNF death inh	Mdm2 ligase inh	eIF4E 4G PPI	Cl transport mod	zVAD death inh	PERK inhibitor	Rad51 HR inh	Calpain2 inh	EBV gp42 block
Cc1c(NC(=O)C(C)OC(=O)C23CC4CC(CC(Br)(C4)C2)C3)c(=O)n(-c2ccccc2)n1C (stereo unspecified)	1.1	0	-1	-0.99	0.0	1.5	8	10	-14
CCNc1nc(OC)nc(N2CCC(Cc3ccccc3)CC2)n1	0.0	-12	0	-0.87	0.1	0.8	nt	22	2
CCOC(=O)c1nnn2c1nc(N1CCN(C)CC1)c1ccccc12	4.2	-4	4	-1.2	-1.1	0.9	13	1	-8
NNC(=O)C(Cc1c[nH]c2ccccc12)NC(=O)c1ccccc1 (stereo unspecified)	1.3	-10	7	-0.068	0.4	1.4	9	10	-15
COc1cc2c(cc1OC)CN(CC(=O)NC(=O)NCc1ccccc1)CC2	0.6	1	3	0.052	1.8	-0.4	nt	-29	-28
CC1CN(CCOc2ccc([N+](=O)[O-])cc2)CC(C)O1 (stereo unspecified)	1.7	-7	2[fluorescence artefact?]	0.41	0.8	0.0	6	-12	-7
Cc1cccc(-n2c(O)c(C=Nc3cc(O)ccc3C)c3ccccc3c2=O)n1	1.4	-5	4	0.75	-0.4	-0.1	-87	-77	-16
Cc1cc(-n2c(C)cc(C(=O)CN3C(=O)NC4(CCCCC4)C3=O)c2C)no1	1.2	-13	-2	nt	0.8	-0.5	-4	22	-15
CC1(C)CC(=O)C=C(NNC(=O)c2cccnc2)C1	-0.3	-18	3	0.073	0.5	0.1	-6	15	0
CC(C)c1ccc(/C=C2\SC(N3CCOCC3)=NC2=O)cc1	-2.7	3	7	-0.083	-0.3	0.6	nt	13	-11
COc1ccc(-c2nc(N)n(C(C)=O)n2)cc1	-0.6	-22	-2[fluorescence artefact?]	1.1	0.2	-0.3	7	11	-2
COc1cc2nc(SCC(=O)NCc3ccco3)n(Cc3ccc(Cl)cc3)c(=O)c2cc1OC	1.6	-6	-2	-0.25	0.2	-0.2	2	-25	-12
Cc1c(NC(N)=O)c(=O)n(-c2ccccc2)n1C	0.1	9	-3	-0.21	0.5	0.0	0	-10	-7
Cc1cc(C)nc(Nc2nc(=O)c3ccccc3s2)n1	-2.5	-4	-1	nt	2.1	0.5	3	3	-23
Cc1ccc(-c2sc(-c3ccccc3)nc2CC(=O)Nc2ccccc2F)cc1	3.7	3	5	0.061	0.9	0.9	7	-1	-15
CCOC(=O)c1c(C)n(C)c2c(C)cc(O)c(OC(C)=O)c12	-3.2	-2	0	-0.25	-0.3	0.8	6	16	-13
COc1ccc(C)cc1-n1nnnc1SCC(=O)Nc1cccnc1Cl	0.4	-11	-28[fluorescence artefact?]	-1.7	-0.1	-0.9	-1	16	-14
CCN(CC)c1ccc(NC(=O)Cn2nnc(-c3cccc(OC)c3OC)n2)c(C)c1	-2.3	4	0	0.073	0.1	-0.4	5	-19	-18
CCOC(=O)C1CCN(C(=O)CCn2c(=O)[nH]c3ccsc3c2=O)CC1	0.3	-19	1[fluorescence artefact?]	nt	3.9	1.2	-6	14	11
CCOC(=O)/C(=C/c1cn(C)c2ccccc12)NC(=O)c1ccccc1	-0.8	-34	-3	-0.73	0.0	0.3	17	21	-5
CCc1ccc(OCCCC(=O)NCc2ccco2)cc1	-0.9	-3	4	-1.5	0.4	-0.1	1	-15	-7
CN(C)c1ccc(C(=O)NC2CCCc3ccccc32)cc1 (stereo unspecified)	-2.7	-1	1	-0.62	-0.2	0.3	-121	0	-4
Cc1ccc(-c2cnc3c(Cl)c(C)nn3c2)cc1	-6.8	-20	-4	-0.6	4.6	-0.2	-47	-23	4
CCOC(=O)C1=C(CC)Nc2ccccc2N=C1NC(=O)c1cc(S(=O)(=O)N(C)C)ccc1Cl	1.3	-25	3	0.69	0.5	1.3	-9	21	3
COc1ccccc1N1CCN(C(=O)CSc2nnc(NC(=O)C3CCC3)s2)CC1	-1.2	-14	-6	-0.31	0.8	-0.1	3	31	-17
C[C@@H](C(=O)Nc1nc2ccccc2s1)N1C(=O)C2CC=CCC2C1=O (stereo partly specified)	0.0	-8	-1	-0.18	0.8	0.7	1	42	-10
CCn1c(SCC(=O)N2CCCc3ccccc32)nc2cccnc21	0.3	-4	12	0.21	1.1	-1.1	5	9	-16
O=C(COc1ncnc2c(Cl)cc(Cl)cc12)N1CCN(S(=O)(=O)c2ccccc2)CC1	-2.5	-8	-6	-0.052	0.1	1.2	7	-13	-4
COCc1cc(C)n(CC(=O)OC)c(=O)c1C#N	2.0	-13	1	0.25	0.2	0.4	4	-9	-14
CS(=O)(=O)c1cnc(-c2cccnc2)nc1N	-0.3	-18	6	0.15	0.0	-0.4	14	5	6
COc1cccc(C(=O)Nc2ccc(N3CCCC3)cc2)c1	-10	-9	6	-0.014	1.8	0.2	-1	4	-3
O=CN1CCN(C(C(=O)NC2CCCC2)c2cc3c(cc2[N+](=O)[O-])OCO3)CC1 (stereo unspecified)	0.5	-9	-2	0.79	6.8	0.1	8	-26	-1
S=C(NNc1ccnc2cc(Cl)ccc12)Nc1ccccc1Cl	-4.6	-33	-4	0.24	0.9	-0.2	-17	-26	3
Cc1ccc(CN2CCN(Cc3cccc4c3OCO4)CC2CCO)cc1 (stereo unspecified)	1.0	-18	1	-1.1	1.4	1.3	nt	17	-15
ON=C1/C(=N\O)CC2(C/C1=N/O)OCCO2	0.8	10	-12	-0.28	1.1	0.1	10	-33	-4
CCOC(=O)Cc1c(C)c2c(O)cc(O)cc2oc1=O	-2.5	-6	-4	nt	-0.2	0.2	9	-480	7
Cc1ccc(N(CN2C(=O)C3C4CCC(C4)C3C2=O)C(=O)c2ccco2)cc1 (stereo unspecified)	-0.3	-10	-4	0.5	0.0	0.5	3	3	-13
Cc1cccc(C)c1OCC(=O)Nn1c(C)nc2ccccc2c1=O	-0.7	-22	0	nt	-0.7	0.8	2	-20	5
Cc1cccn2cc(CCNS(=O)(=O)c3cccc([N+](=O)[O-])c3)nc12	5.1	2	-6	-1.6	0.0	1.3	nt	-5	-9
O=C(NCN1C(=O)C2C3C=CC(C3)C2C1=O)Nc1nccs1 (stereo unspecified)	0.3	1	0	-0.13	-0.3	0.7	2	-10	-5
CCC(=O)N1CCCc2cc(S(=O)(=O)N3CCN(c4ncccn4)CC3)ccc21	-1.1	-15	5	-0.49	0.6	0.3	0	23	-11
CC(C)(C)Nc1nc2ccc([N+](=O)[O-])cc2o1	1.4	-3	0	-0.036	2.1	-1.0	nt	-13	1
CCOC(=O)c1cc(-c2cccs2)nc2onc(C)c12	-0.3	-4	nt	nt	0.0	0.1	6	i	-8
CCC(C)(C)NC(=O)C1CCN(c2nc(OC)nc(OC)n2)CC1	0.4	-7	3	-0.22	1.7	1.1	1	6	-20
CSc1nc2ccc(S(N)(=O)=O)cc2s1	0.5	17	1[fluorescence artefact?]	0.081	-0.5	-0.6	15	18	6
Cc1cc(NC(=O)C2C3C(=O)N(Cc4ccc(Cl)cc4)C(C(=O)NCc4ccccc4)C34C=CC2(C)O4)no1 (stereo unspecified)	0.1	-2	1	nt	-0.4	-0.7	-3	-10	2
O=C(c1ccccc1)c1ccc2ccccc2n1	-2.6	-14	-3	-0.18	0.1	0.6	6	2	-1
O=C(/C=C/N1CCN(Cc2ccccc2)CC1)C(F)(F)F	0.5	-8	1	-0.71	1.3	0.6	15	12	-7
CCOC(=O)C1(Cc2ccccc2)CCN(Cc2ccc3cc(NC(C)=O)ccc3n2)CC1	2.4	-4	3	-0.0053	-0.3	1.8	nt	1	-26
C(=N\n1cnnc1)/c1ccc2ncccc2c1	0.1	-13	1	nt	0.8	0.8	4	27	9
CN(C)S(=O)(=O)c1cccc(NC(=S)Nc2ccc(Cl)cc2Cl)c1	-2.5	-7	5	5.5*	-0.9	1.0	4	-5	-17
NC(=O)C1CC(=O)N(c2ccc(OCC(=O)Nc3cccc(C(F)(F)F)c3)cc2)C1 (stereo unspecified)	1.1	-22	0[fluorescence artefact?]	nt	-0.3	1.0	1	10	-4
Cc1nc2ccccc2c(=O)n1/N=C/c1ccncc1	-0.5	-10	-2	0.24	-0.1	-0.7	0	-14	-7
Cc1ccc2c(CSc3nncs3)cc(=O)oc2c1	4.2	-21	-11	-0.048	1.4	-0.7	8	-35	-29
C=CCn1cccc(C(=O)Nc2ccc(OCC)cc2)c1=O	-1.8	-12	-3	0.029	2.0	0.7	33	-3	5
Cc1ccc(-c2cc(C(=O)OCn3nnc4ccccc4c3=O)c3ccccc3n2)cc1	0.5	-11	3[fluorescence artefact?]	1.3	nt	0.7	-41	-54	-19
CS(=O)(=O)c1ccccc1-c1nc(-c2cccc(Cl)c2)no1	2.7	-12	3	0.72	1.8	0.5	26	-13	-4
O=C1CC(=O)N(CCNc2ncc(C(F)(F)F)cc2Cl)C(=O)N1	-0.6	-21	-3	nt	1.2	1.2	7	-68	-26
O=C(c1nc2ccccn2c1CNCC1OCCc2ccccc21)N1CCOCC1 (stereo unspecified)	0.4	-12	-2	0.1	0.1	1.9	nt	6	-9
CCOC(=O)Nc1ccc(OC)c([N+](=O)[O-])c1	-0.2	-5	-2	0.025	0.1	-0.1	4	18	-10

More structures follow.
Compound	TNF death inh	Mdm2 ligase inh	eIF4E 4G PPI	Cl transport mod	zVAD death inh	PERK inhibitor	Rad51 HR inh	Calpain2 inh	EBV gp42 block
COc1ccc(C(=O)N/C(=C\c2ccco2)C(=O)NCCCn2ccnc2)cc1	1.0	nt	-1	0.37	-0.1	0.1	nt	19	0
CC(C)NC(=O)CSc1nnc(-c2ccc(C(C)(C)C)cc2)n1C	-0.1	-14	-1	-0.6	4.2	-0.3	-8	8	-3
Cc1sc(NC(=O)CN(C)C2CCCCC2)nc1-c1ccc2c(c1)CCN2S(=O)(=O)c1ccccc1	-0.1	-43	-28	-0.072	2.1	-1.3	nt	-202	-10
CCOC(=O)N1CCN(c2nc(C)cc(C(F)(F)F)n2)CC1	1.4	8	4	-0.13	1.2	0.6	4	-38	-10
CN(C)c1nc(NCc2ccccc2)nc(N/N=C/c2ccccc2F)n1	-0.3	-17	-1	nt	1.3	-0.2	13	-1	-17
O=C(NCc1ccc(Cl)cc1)c1ccc(-n2cccn2)nc1	1.1	-5	0	0.04	2.6	0.5	14	-9	-16
CCCCN(CCCC)CP(=O)(c1ccccc1)c1ccccc1	-2.6	-16	-1	0.8	-0.2	-0.3	4	20	-20

An excerpt from above in order of the Calpain2 inh value, falling:
SMILES | Mdm2 ligase inh | eIF4E 4G PPI | Cl transport mod | PERK inhibitor | Rad51 HR inh | Calpain2 inh | EBV gp42 block
CCCCN(CCCC)CP(=O)(c1ccccc1)c1ccccc1 | -16 | -1 | 0.8 | -0.3 | 4 | 20 | -20
CN(C)c1nc(NCc2ccccc2)nc(N/N=C/c2ccccc2F)n1 | -17 | -1 | nt | -0.2 | 13 | -1 | -17
O=C(NCc1ccc(Cl)cc1)c1ccc(-n2cccn2)nc1 | -5 | 0 | 0.04 | 0.5 | 14 | -9 | -16

Hits appear at their usual frequency, and some 3.6% of all compounds hit somewhere here.
